Screening data as filed in PubChem.
ELG1 repair inh: qHTS screen for small molecules that inhibit ELG1-dependent DNA repair in human embryonic kidney (HEK293T) cells expressing luciferase-tagged ELG1; HEK293T ELG1-luciferase reporter, luminescence, 16 h; DNA damage induced by 5-fluorouridine; Potency, µM (doses to about 46.1 µM), for the others: at the top dose activity change, negative = inhibition, hits mostly inhibitors; actives 2.3% (n = 330,000); AID 504467, 2011; also: potency is read from the fitted curve at half-maximal effect; % is scaled to controls: 0 for no effect and ±100 for the full control effect; nearly all actives have a fitted effect of over 55% in size
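In this reporter screen, reduction of luminescence relative to DMSO vehicle indicated activity. Compounds and 5-fluorouridine were added together to 2,000 cells per well, incubated for 16 hr at 37 °C, then developed with ONE-Glo.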
uPA surface inh: qHTS for Inhibitors of Cell Surface uPA Generation | actives 0.31% (n = 330,000) | AID 540303, 2011 | Potency, µM (highest dose often 38.3 µM), for the others: top-dose activity change, negative = inhibition, hits mostly inhibitors | cell surface uPA generation assay, qHTS; active = well fitted inhibition curve with a large enough effect; inconclusive = small, poorly fitted or top-dose-only effect; inactive = no such curve, though single readings can be large or run the other way; tested in mouse RAW 264.7 cells; also: potency is read from the fitted curve at half-maximal effect; % is scaled to controls: 0 for no effect and ±100 for the full control effect; nearly all actives have a fitted effect of over 55% in size
USP2a inh: qHTS Assay for Inhibitors of Ubiquitin-specific Protease USP2a Using CHOP2 as the Reporter | Ubiquitin carboxyl-terminal hydrolase 2 (Homo sapiens), O75604 | USP2 core, Ub-CHOP2 coupled fluorogenic reporter, 485/531 | Potency, µM (titrated, usually from 38.3 µM), for inactives: at the top dose activity change, negative = inhibition, hits mostly inhibitors | actives 0.01% (n = 330,000);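 also: potency is read from the fitted curve at half-maximal effect; plate controls were DMSO wells for no effect and full inhibition by NEM control for full effect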
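Deubiquitinase activity read as fluorescence (485/531 nm) after Ub-CHOP2 cleavage activates the enterokinase reporter on its substrate; USP2 core 10nM, Ub-CHOP2 and substrate 25nM each, 30min compound preincubation then 60min RT; data normalized to NEM, curves fitted.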
TCR act: Activators of T cell receptors: qHTS campaign. primary human leukocytes, anti-CD3, IL-2 HTRF, 48 h. Potency, µM (series often up to 9.22 µM), for inactives: at the highest dose activation of IL-2 secretion, most hits filed as activators. 330,000 tested, under 10 active. AID 504894, 2011; also: % of control where 0% means no effect
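Readout: HTRF IL-2, Eu-cryptate/d2 antibody pair, 320nm excitation, 665nm emission. Stimulus: a-CD3 beads, no co-stimulation. Cells: primary human leukocytes. Exposure: 48 hr with compound.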
TSHR antag: Antagonists of the Thyroid Stimulating Hormone Receptor: HTS campaign | TSHR-expressing cells, TSH-stimulated cAMP HTRF, 2 h; active compounds read low | activity change, negative = inhibition, % at 11.5 µM | actives 0.2% (n = 330,000) | AID 504810, 2011;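 active = activity change below a set negative limit, meaning inhibition stronger than a set level, cut at about -70% in these data; inconclusive = activity change between two set negative limits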; also: % is scaled to controls: 0 for no effect and ±100 for the full control effect
Target sequence (P16473 whole entry, looked up): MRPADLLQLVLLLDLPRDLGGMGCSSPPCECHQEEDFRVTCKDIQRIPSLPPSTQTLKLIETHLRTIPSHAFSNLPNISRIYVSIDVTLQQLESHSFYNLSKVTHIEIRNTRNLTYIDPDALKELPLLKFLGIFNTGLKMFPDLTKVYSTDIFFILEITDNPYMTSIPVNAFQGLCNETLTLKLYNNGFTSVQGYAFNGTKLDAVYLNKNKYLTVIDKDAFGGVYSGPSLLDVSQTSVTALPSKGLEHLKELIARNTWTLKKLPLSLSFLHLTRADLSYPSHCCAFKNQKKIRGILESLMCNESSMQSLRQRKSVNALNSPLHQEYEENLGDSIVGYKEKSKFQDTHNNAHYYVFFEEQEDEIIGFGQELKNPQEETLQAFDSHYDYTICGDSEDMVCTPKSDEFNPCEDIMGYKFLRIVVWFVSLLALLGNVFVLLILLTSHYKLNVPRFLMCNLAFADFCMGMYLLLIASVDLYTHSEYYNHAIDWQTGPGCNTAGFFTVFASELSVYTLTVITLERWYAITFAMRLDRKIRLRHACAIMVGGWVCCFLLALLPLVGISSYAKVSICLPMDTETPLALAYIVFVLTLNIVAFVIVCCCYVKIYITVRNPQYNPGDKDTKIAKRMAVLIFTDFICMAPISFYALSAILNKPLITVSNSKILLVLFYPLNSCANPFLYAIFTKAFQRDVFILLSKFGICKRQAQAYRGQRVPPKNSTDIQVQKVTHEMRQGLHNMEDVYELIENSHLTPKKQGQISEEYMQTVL
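Cell-based HTRF cAMP assay; TSHR cells + compound, TSH EC80 (4nM final), 2 h, 37 deg C. Lysis with anti-cAMP cryptate and cAMP-d2, 30 min RT, read 665/620 nm.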
Mito fusion act: qHTS Assay for Small Molecule Inhibitors of Mitochondrial Division or Activators of Mitochondrial Fusion. Potency, µM (titrated, usually from 46.1 µM), inactives show at the highest dose growth rescue (activation), most hits filed as activators. actives 0.23% (n = 320,000). AID 485298, 2010. S. cerevisiae fusion-defective mutant growth rescue, CellTiterGlo 48 h;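 also: potency is read from the fitted curve at half-maximal effect; % of control where 0% means no effect; nearly all actives have a fitted effect of over 45% in size; temperature-sensitive fusion mutants such as fzo1-1 at 37 °C on non-fermentable ethanol glycerol medium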
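Compounds are tested for their ability to restore growth of mitochondrial fusion-defective yeast strains at non-permissive 37C in YPEG medium over 48 hours. Viability is quantified by luciferase luminescence.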
TSG101-PTAP inh: qHTS Assay for Iinhibitors of HIV-1 Budding by Blocking the Interaction of PTAP/TSG101 | Tumor susceptibility gene 101 protein (Homo sapiens), Q99816 | Fluorescence polarization, FITC-PTAP peptide / Tsg101 binding | Potency, µM (doses to about 115 µM), without a hit: at the highest dose activity change, negative = inhibition, actives largely listed as inhibitors | 340,000 tested, under 10 active; active = well fitted inhibition curve with a large enough effect in the main read-out, with a control signal flat, not every such curve was filed as active; inconclusive = small, poorly fitted or top-dose-only effect, or effect the other way, or a change in a side signal; inactive = no such curve, though single readings can be large or run the other way; also: potency is read from the fitted curve at half-maximal effect; % of control where 0% means no effect
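Fluorescence polarization binding of Tsg101 binding domain (10 uM final) to FITC-labeled PTAP peptide (50 nM final) in HEPES pH 7.5 buffer with NaCl, Tween 20, EDTA, TCEP. Compounds added before peptide; binding 20 min at RT.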
Eya2 inh: qHTS Assay for Inhibitors of the Phosphatase Activity of Eya2; Protein phosphatase EYA2 (Homo sapiens), O00167; recombinant Eya2, OMFP fluorescence dephosphorylation (OMFP is methylfluorescein phosphate); Potency, µM (titrated, usually from 76.9 µM), inactives show at the highest dose activity, negative = inhibition, most hits filed as inhibitors; actives 0.006% (n = 330,000); AID 488837, 2010; also: potency is read from the fitted curve at half-maximal effect; % is scaled to controls: 0 for no effect and ±100 for the full control effect
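Eya2 (0.2 uM) preincubated 10 min at ambient with compound, then OMFP substrate added at 50 uM; 10 min reaction in 50 mM HEPES pH 7.5, 50 mM NaCl, 5 uM MgCl2, 0.05% BSA, 1 mM DTT. Fluorescence read at Ex 485/Em 525 nm.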
B2AR arrestin: qHTS assay of beta-arrestin-biased ligands of beta2-adrenergic receptor. actives 0.02% (n = 330,000). Potency, µM (doses to about 46.1 µM), for inactives: at the top dose activation, usual class: activators. Beta-2 adrenergic receptor (Homo sapiens), P07550. beta-arrestin recruitment to beta2AR, cell-based reporter;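 also: potency is read from the fitted curve at half-maximal effect; 0% = DMSO controls and full agonism = EC100 isoproterenol or metaproterenol; nearly all actives have a fitted effect of over 65% in size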
Tb PFK block: qHTS Assay to Find Inhibitors of T. brucei phosphofructokinase; Potency, µM (doses to about 57.5 µM), inactives show at the highest dose activity, negative = inhibition, hits mostly inhibitors; T. brucei PFK, ADP-Glo luminescence; actives 0.17% (n = 330,000); AID 485367, 2010;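 also: potency is read from the fitted curve at half-maximal effect; 0% = uninhibited 1x PFK enzyme wells and -100% = no-enzyme wells; nearly all actives have a fitted effect of over 60% in size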
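1.25 nM PFK with 0.5 mM F6P and 0.1 mM ATP in 0.1 M TEA pH 8.0, 5 mM MgCl2, incubated 45 min at room temperature; ADP measured by ADP-Glo luminescence; compounds titrated up to 57 uM.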
Chronic BCR inh: qHTS Assay to Find Inhibitors of Chronic Active B-Cell Receptor Signaling; ABC-DLBCL IkBa-CBG/CBR reporter, luminescence ratio, 4 h; AID 493014, 2011; actives 0.05% (n = 340,000); Potency, µM (titrated, usually from 46.1 µM), without a hit: top-dose ratio change, negative = lower green/red ratio, actives largely listed as inhibitors; active = well fitted inhibition curve with a large enough effect in the signal ratio, with a control signal flat, not every such curve was filed as active; inconclusive = small, poorly fitted or top-dose-only effect, or effect the other way, or a change in a side signal; the % refers to the signal ratio;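 also: potency is read from the fitted curve at half-maximal effect; plate controls were basal doxycycline-induced cells for no effect and cells given 10 µM MG132 for full effect; MG132 reads +100%, hits lower the ratio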
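TMD8 ABC-DLBCL cells carrying doxycycline-inducible green luciferase fused to IkappaBalpha plus unfused red luciferase were exposed to compounds (up to 46 uM) for 4 hrs at 37C. Activity came from the overlap-corrected green/red luminescence ratio.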
Starred values were filed as active, the others as inactive; & = joins results of further samples; [ ] = dose if it differs, or a comment. Unless noted, calls follow the shape of the dose curve; as a rule, active = well fitted curve in the direction sought with a large enough effect; inconclusive = small, poorly fitted or top-dose-only effect, or another doubt; inactive = no such curve, though single readings can be large; an effect the other way counts as inactive or inconclusive.

Screening O=C(CN(Cc1ccco1)Cc1cccs1)N1CCN(S(=O)(=O)c2cccc(F)c2)CC1 returned ELG1 repair inh 0%, uPA surface inh -13%, USP2a inh 2%, TCR act 5%, TSHR antag -10, Mito fusion act 11%, TSG101-PTAP inh -3%, Eya2 inh -17%, B2AR arrestin 0.2%, Tb PFK block 0% and Chronic BCR inh -2%.
COc1ccc(C(C)NC(=O)CCc2ccccc2)cc1 (configuration not stated) was read as ELG1 repair inh -10%, uPA surface inh 1%, USP2a inh 4%, TSHR antag 1, Mito fusion act 7%, TSG101-PTAP inh 1%, Eya2 inh 10%, B2AR arrestin 0.1%, Tb PFK block 2% and Chronic BCR inh 4%.
For CC(=O)N1CCN(C(=O)COC(=O)c2ccc(S(C)(=O)=O)cc2)CC1 the results were ELG1 repair inh 10%, uPA surface inh 0%, USP2a inh 0%, TCR act -35%, TSHR antag -7, TSG101-PTAP inh -5%, Eya2 inh 10%, B2AR arrestin -0.4%, Tb PFK block 3% and Chronic BCR inh 0%.
N#Cc1nc(COc2ccc(F)cc2)oc1N1CCCCC1 was read as ELG1 repair inh -5%, uPA surface inh 7%, USP2a inh -1%, TCR act -5%, TSHR antag -36, Mito fusion act 27%, TSG101-PTAP inh -2%, Eya2 inh -10%, B2AR arrestin 0.0%, Tb PFK block -3% and Chronic BCR inh -12%.
Cc1ccc(-c2nnc(NCc3nc4ccccc4[nH]3)c3ccccc23)cc1S(=O)(=O)N1CCOCC1 was read as ELG1 repair inh 4.6µM*, uPA surface inh -14%, USP2a inh -4%, TCR act 9%[46.1 µM], TSHR antag 14, Mito fusion act -3%, TSG101-PTAP inh -4%, Eya2 inh 7%, B2AR arrestin 0.9%, Tb PFK block 6% and Chronic BCR inh -18%.
C=C1C[C@]23C[C@@]1(O)CC[C@H]2[C@@]12C=C[C@H](O)[C@@](C)(C(=O)O1)[C@H]2[C@@H]3C(=O)O was read as ELG1 repair inh 6%&8%, uPA surface inh -5%&13%, USP2a inh -1%&1%, TCR act 0%&2%, TSHR antag -1&3, Mito fusion act 5%&-8%, TSG101-PTAP inh -3%&1%, Eya2 inh 6%&12%, B2AR arrestin -0.1%&-1.5%, Tb PFK block -3%&1% and Chronic BCR inh -5%&-1%.
CC(C)CC(=O)Nc1ccc(Nc2ccccc2)cc1 was read as ELG1 repair inh 21%, uPA surface inh 3%, USP2a inh 0%, TCR act 6%[46.1 µM], TSHR antag -16, Mito fusion act 1%, TSG101-PTAP inh -5%, Eya2 inh -26%, B2AR arrestin 2.7%, Tb PFK block -19% and Chronic BCR inh -18%.
O=C(COc1ccc(Cl)cc1[N+](=O)[O-])N1CCCCC1 was read as ELG1 repair inh -7%, uPA surface inh -1%, USP2a inh 8%, TCR act 9%, TSHR antag 20, Mito fusion act 7%, TSG101-PTAP inh -5%, Eya2 inh -22%, B2AR arrestin -0.3%, Tb PFK block 1% and Chronic BCR inh 4%.
Screening O=c1cc(N2CCCCC2)c(-c2ccccc2)n[nH]1 returned ELG1 repair inh -5%, uPA surface inh 3%, USP2a inh 1%, TCR act 5%, TSHR antag 0, Mito fusion act 5%, TSG101-PTAP inh -1%, Eya2 inh -3%, B2AR arrestin 0.2%, Tb PFK block 1% and Chronic BCR inh 14%.
`COc1ccc(NS(=O)(=O)c2ccc(NC(=O)C(CCSC)NC(N)=O)cc2)cc1` (configuration not stated) gave ELG1 repair inh -15%, uPA surface inh 0%, USP2a inh -9%, TCR act 9%, TSHR antag 0, Mito fusion act 7%, TSG101-PTAP inh -1%, Eya2 inh 2%, B2AR arrestin -0.1%, Tb PFK block 0% and Chronic BCR inh -1%.
For CC(=O)N1CCN(CCN=CC2=C(O)CC(C)(C)CC2=O)CC1 the results were ELG1 repair inh 11%, uPA surface inh 0%, USP2a inh 2%, TSHR antag 6, Mito fusion act -3%, Eya2 inh -17%, B2AR arrestin -0.1%, Tb PFK block 5% and Chronic BCR inh -14%.
`O=C(NC(Cc1ccc(O)cc1)C(=O)O)/C(=C/c1ccccc1)NC(=O)c1ccccc1` (configuration not stated) gave ELG1 repair inh 9%, uPA surface inh -8%, USP2a inh 0%, TCR act 4%, TSHR antag -8, Mito fusion act -3%, TSG101-PTAP inh 0%, Eya2 inh 0%, B2AR arrestin -0.7%, Tb PFK block -1% and Chronic BCR inh 2%.
`COc1ccc(CCNC(=O)c2nn(C)c3c2CS(=O)(=O)c2ccccc2-3)cc1OC` gave ELG1 repair inh -6%, uPA surface inh inconclusive, USP2a inh 6%, TCR act -2%, TSHR antag -6, Mito fusion act -4%, TSG101-PTAP inh -5%, Eya2 inh -9%, B2AR arrestin -0.4%, Tb PFK block -4% and Chronic BCR inh 0%.
Cc1cc(C(=O)CSc2n[nH]c(N)n2)c(C)n1-c1cccc(F)c1 was read as ELG1 repair inh inconclusive, uPA surface inh -14%, USP2a inh 0%, TCR act 4%, TSHR antag 3, Mito fusion act -4%, TSG101-PTAP inh -6%, Eya2 inh 5%, B2AR arrestin 0.1%, Tb PFK block -1% and Chronic BCR inh 6%.
`COc1ccc(NC(=O)COc2cccc(-n3cnnn3)c2)cc1` gave ELG1 repair inh 1%, uPA surface inh 0%, USP2a inh 1%, TCR act -1%, TSHR antag -4, Mito fusion act 0%, TSG101-PTAP inh -2%, Eya2 inh -11%, B2AR arrestin -0.6%, Tb PFK block 3% and Chronic BCR inh 1%.
`O=C1COc2ccc(C(=O)CSc3nnnn3-c3ccccc3)cc2N1` gave ELG1 repair inh -18%, uPA surface inh 5%, USP2a inh 3%, TCR act 4%, TSHR antag -18, Mito fusion act -2%, TSG101-PTAP inh -4%, Eya2 inh -3%, B2AR arrestin 0.0%, Tb PFK block 2% and Chronic BCR inh -7%.
`O=[N+]([O-])c1ccc(N2CCCCC2)cc1NCCOc1ccccc1` gave ELG1 repair inh 15%, uPA surface inh 4%, USP2a inh 4%, TCR act -7%, TSHR antag -5, Mito fusion act -3%, TSG101-PTAP inh -4%, Eya2 inh 2%, B2AR arrestin 0.0%, Tb PFK block -4% and Chronic BCR inh 3%.
COc1ccccc1N1CCN(C2CCCN(Cc3c(F)cccc3F)C2)CC1 (configuration not stated) was read as ELG1 repair inh 0%, uPA surface inh -10%, USP2a inh -1%, TCR act -5%, TSHR antag 38, Mito fusion act 0%, TSG101-PTAP inh -7%, Eya2 inh -3%, B2AR arrestin 0.5%, Tb PFK block 2% and Chronic BCR inh 1%.
Screening CC1(C)Cc2nc3sc(C(N)=O)c(N)c3cc2CO1 returned ELG1 repair inh inconclusive, uPA surface inh -7%, USP2a inh 2%, TCR act 4%, TSHR antag -6, Mito fusion act -2%, TSG101-PTAP inh -2%, Eya2 inh inconclusive, B2AR arrestin 0.1%, Tb PFK block 2% and Chronic BCR inh -4%.
`COCCNC(=O)CSc1nnc(NC(=O)C2CC(=O)N(c3ccccc3OC)C2)s1` (configuration not stated) gave ELG1 repair inh 4%, uPA surface inh -2%, USP2a inh 0%, TCR act 1%, TSHR antag 6, Mito fusion act 1%, TSG101-PTAP inh 0%, Eya2 inh 1%, B2AR arrestin -1.2%, Tb PFK block -4% and Chronic BCR inh 2%.
Screening N#Cc1ccc(C(=O)Nc2ccc(N3CCN(C(=O)c4ccco4)CC3)cc2)c(F)c1 returned ELG1 repair inh -12%, USP2a inh 2%, TCR act 5%, TSHR antag 3, Mito fusion act -1%, TSG101-PTAP inh -2%, Eya2 inh -6%, B2AR arrestin -0.1%, Tb PFK block 0% and Chronic BCR inh 1%.
